Screening data: PubChem BioAssay, NCI
All columns: NCI-60 one-dose screen, growth in % after 48 h at 10 µM unless noted; 100 = growth as untreated, 0 = no growth, -100 = all killed.
UACC-257 = UACC-257 melanoma. 78,000 compounds, 4.4% hits. AID 1794764
UACC-62 = UACC-62 melanoma; 81,000 compounds, 5.4% hits; AID 1794756
EKVX = EKVX NSCLC; AID 1794765; 71,000 compounds, 3% hits
MALME-3M = MALME-3M melanoma | 78,000 compounds, 5.8% hits
A549/ATCC = A549/ATCC NSCLC; 81,000 compounds, 3.7% hits
SK-MEL-2 = SK-MEL-2 melanoma; 77,000 compounds, 4.7% hits; AID 1794763
SK-MEL-5 = SK-MEL-5 melanoma | 80,000 compounds, 6.4% hits
M14 = M14 melanoma. 80,000 compounds, 6.2% hits. AID 1794745
The depositor's hits bear a star; / = no result given; & = joins results of further samples. Rule for the calls: active = growth percent below 10; inactive = the rest.

item	Structure	UACC-257	UACC-62	EKVX	MALME-3M
1	Cn1cc(-c2cc(N)n3nc(-c4c[nH]c5ccc(Cl)cc45)cc3n2)c2cc(Br)cnc21	-55*	-60*	0.3*	-79*
2	O=c1oc2c(cnc3ccc(Br)cc32)cc1-c1ccccc1	107	96	102	104
3	Cc1cc(O)cc(O)c1	153	100	111	122
4	COc1cc(/C=N/NC(=S)NNC(=S)NC2CCCCC2)cc(OC)c1OC	107	86	84	95
5	C/C=C/C(=O)N1c2ccccc2CC1c1c(C)[nH]c2ccccc12 (stereo unspecified)	93	81	95	88
6	O=C1OC2C(I)C3CC2C1C3c1ccccc1 (stereo unspecified)	121	93	129	136
7	CCOC1=C(c2ccccc2)Oc2ccccc2-n2c(C#N)c3ccccc3c21	109	/	/	/
8	OCCNC(=S)Nc1ccc(-c2nc(N3C[C@H]4CC[C@@H](C3)O4)c3cccn3n2)cc1	/	-36*	1.7*	/
9	C=CN1C(=O)NC2(CCCCC2)C1=O	/	103	/	107
10	CC1=Nc2nc(=N)nc3cccc(n23)N1	100	89	96	104
11	CC(=O)CCC(=O)O	89	112	/	125
12	Cc1ccc(S(=O)(=O)N(C)c2ccccc2C(=O)NO)cc1	132	97	/	94

item	A549/ATCC	SK-MEL-2	SK-MEL-5	M14
1	-65*	-50*	-57*	-92*
2	108	123	106	110
3	111	108	103	104
4	100	108	93	95
5	93	74	98	91
6	110	128	108	101
7	102	106	102	117
8	-1.6*	-21*	-35*	5.3*
9	/	95	100	102
10	102	118	102	101
11	106	104	98	109
12	118	106	102	102

Next part:
item	Structure	UACC-257	UACC-62	EKVX	MALME-3M
13	Cc1cc(C)cc(NC(=O)Cn2c(-c3nonc3N)nc3ccccc32)c1	100	112	/	112
14	Fc1ccc(Nc2nc(-c3ccncc3)cs2)cc1	99	84	/	/
15	C=C(C)[C@@H]1CC[C@]2(C(=O)OC)CC[C@]3(C)[C@H](CC[C@@H]4[C@@]5(C)Cc6cc(Cc7ccccc7)oc6C(C)(C)[C@@H]5CC[C@]43C)[C@@H]12	96	91	104	104
16	CCOC(=O)/C=C1\S/C(=N\Nc2ccc([N+](=O)[O-])cc2[N+](=O)[O-])N(CC)C1=O	95	83	95	101
17	CN(C)Cc1ncccc1O	109	98	92	261
18	COc1cc(/C=C/C(=O)c2ccccc2)cc(OC)c1OC	/	55	/	77
19	N#C/C(=C\NC(=S)NC1CCCCC1)c1nc2ccccc2s1	120	86	88	/
20	O=NN(CCCl)C(=O)Nc1ccc(NC(=O)N(CCCl)N=O)cc1	86	64	/	105
21	CCc1cccc(C(C)(C)C)c1NC(=S)N/C=C(\c1ccccc1)S(=O)Cc1ccccc1 (stereo unspecified)	74	95	97	/
22	NNc1ccc(Cl)cc1Cl	/	37	81	104
23	CC(=O)O[C@@H]1CC2C(C)(C)CCCC2(C)C2=C1C(=O)C(C(C)C)=CC2=O (stereo partly specified)	-52*	-64*	11	-13*
24	CCN(CC)CCOCCOC(=O)c1ccc(N)cc1	111	107	118	/

item	A549/ATCC	SK-MEL-2	SK-MEL-5	M14
13	101	114	100	114
14	92	/	92	85
15	92	94	99	99
16	93	108	98	101
17	102	95	108	97
18	89	/	76	75
19	97	100	96	101
20	83	129	97	93
21	83	104	96	97
22	83	92	86	68
23	-35*	-48*	-93*	-61*
24	94	109	116	102

Laid out differently: entries from further up.
no. | molecule | UACC-257 | UACC-62 | EKVX | MALME-3M | A549/ATCC | SK-MEL-2 | SK-MEL-5 | M14
10 | CC1=Nc2nc(=N)nc3cccc(n23)N1 | 100 | 89 | 96 | 104 | 102 | 118 | 102 | 101
1 | Cn1cc(-c2cc(N)n3nc(-c4c[nH]c5ccc(Cl)cc45)cc3n2)c2cc(Br)cnc21 | -55* | -60* | 0.3* | -79* | -65* | -50* | -57* | -92*
21 | CCc1cccc(C(C)(C)C)c1NC(=S)N/C=C(\c1ccccc1)S(=O)Cc1ccccc1 (stereo unspecified) | 74 | 95 | 97 | / | 83 | 104 | 96 | 97
2 | O=c1oc2c(cnc3ccc(Br)cc32)cc1-c1ccccc1 | 107 | 96 | 102 | 104 | 108 | 123 | 106 | 110
11 | CC(=O)CCC(=O)O | 89 | 112 | / | 125 | 106 | 104 | 98 | 109

Next section.
item	Structure	UACC-257	UACC-62	EKVX	MALME-3M
25	CCCCOc1nc2ccc(C)cc2cc1-c1cc(-c2ccc(Cl)cc2)nc(-c2ccc(Cl)cc2)c1	100	99	107	105
26	CC1CN=C(NS(=O)(=O)c2ccccc2)N1 (stereo unspecified)	92	100	/	122
27	COc1ccccc1Nc1nnc(-c2c[nH]c3ccccc23)o1	45	23	10	44
28	N#CCCN(CCC#N)P(=O)(N(CCC#N)CCC#N)N(CCC#N)CCC#N	/	100	94	96
29	N=CN	112	103	/	110
30	O=C(O)c1cn(C2CC2)c2cc(N3CCN(C(=O)CSc4nnc(-c5cc(-c6ccccc6)nc6ccccc56)o4)CC3)c(F)cc2c1=O	101	100	101	115
31	Cc1cc(C)cc(-n2nnc3ccccc3c2=O)c1	114	98	99	114
32	COc1ccc(-c2cc(Cc3cccs3)c(=O)n(Cn3ccc4ccccc43)n2)cc1	103	88	101	106
33	CCCCCCCCCCC(CCc1ccccc1)CSCC(CCCCCCCCCC)CCc1ccccc1 (stereo unspecified)	106	101	120	102
34	Cc1ccc(N)c(Br)c1	127	114	88	99
35	CC1(C)OC(=O)CC1CCCC(=O)O (stereo unspecified)	103	107	105	122
36	Cc1ccc(C2CC(c3ccc(NC(=O)Nc4ccccc4)cc3)=NN2c2ccc(S(N)(=O)=O)cc2)cc1 (stereo unspecified)	-72*	-96*	-95*	-96*

item	A549/ATCC	SK-MEL-2	SK-MEL-5	M14
25	104	111	106	105
26	98	115	98	108
27	22	-14*	-33*	20
28	89	102	98	98
29	106	105	102	119
30	106	109	99	105
31	97	115	107	108
32	104	/	104	106
33	109	103	98	106
34	120	/	102	112
35	105	118	104	112
36	-61*	-82*	-97*	-73*

Next part
item	Structure	UACC-257	UACC-62	EKVX	MALME-3M
37	COc1ccc(/C=N\NC(=O)N/N=C/c2ccc(OC)cc2)cc1	125	105	105	115
38	C/C=C(\C)C(=O)O[C@@H]1C2C=C3C4CC(=O)O[C@@H](c5ccoc5)[C@]4(C)CC[C@@H]3[C@@](C)(C2=O)[C@@H]([C@@H](O)C(=O)OC)C1(C)C (stereo partly specified)	87	84	92	110
39	CC1C(=O)OC2C1CCC1(C)C3(C)C(=O)C=CC213 (stereo unspecified)	96	100	110	99
40	Cn1cc(C(=O)c2nc(-c3c[nH]c4ccc(Br)cc34)no2)c2cc(Br)ccc21	109	86	60	44
41	Cc1nn(-c2ccccc2)c2nc3c(cc12)C(=O)CCC3	94	99	/	107
42	COc1ccc(C2OC2c2nc(C#N)c(N(C)C)o2)cc1 (stereo unspecified)	87	85	103	108
43	O=NN(CCF)C(=O)NC1C(O)CCCC1O (stereo unspecified)	90	98	/	97
44	Cc1cc(C)c2c(n1)sc1c(Nc3ccc(Cl)cc3Cl)ncnc12	36	16	/	53
45	C[C@H](c1nc2ccc(N)cc2[nH]1)[C@H]1CC[C@H]2[C@@H]3CCC4=CC(=O)CC[C@]4(C)[C@H]3CC[C@]12C	96	85	86	101
46	O=C1NC(CCCl)C(=O)NC1CCCl (stereo unspecified)	115&101	99&104	108&112	99&124
47	Cc1[nH]n(C(=S)Nc2nc3cc(Cl)c(F)cc3s2)c(=O)c1N=Nc1ccc(S(N)(=O)=O)cc1	120	97	111	114
48	CCOC(=O)c1cn2ncnc(Oc3ccc(NC(=O)Nc4ccc(Cl)c(C(F)(F)F)c4)c(F)c3)c2c1C	101	86	101	105

item	A549/ATCC	SK-MEL-2	SK-MEL-5	M14
37	113	/	106	105
38	82	101	97	95
39	102	101	87	106
40	32	109	83	47
41	94	118	90	117
42	94	98	99	103
43	95	/	98	106
44	26	/	25	-34*
45	97	106	81	89
46	108	130&106	106&109	104
47	100	87	95	111
48	98	108	97	109

New compounds follow
item	Structure	UACC-257	UACC-62	EKVX	MALME-3M
49	COc1cc(/C=N/NC(=O)C(=O)Nc2cccc(Cl)c2)cc(OC)c1O	102	108	/	120
50	COc1ccc2nc(-c3cnn4cccnc34)sc2c1	105	91	78	114
51	O=c1nc(N2CCOCC2)oc2c(-c3cccc4ccccc34)cccc12	96	54	81	75
52	C1=NC=C(/C=N/c2n[nH]c(Nc3ccccc3)n2)C1	104	100	102	95
53	COc1ccccc1CCC1CCNc2ccccc21 (stereo unspecified)	77	71	41	94
54	Nc1cccc(OCc2cccc([N+](=O)[O-])c2)c1	72	85	/	113
55	COc1ccc2[nH]c(-c3ccccc3)c(C=C(C#N)C#N)c2c1	70	22	33	55
56	Fc1ccc([I+]c2ccc(F)cc2)cc1	86	82	/	61
57	CC(=O)C1C(=O)C(=O)N(c2cccc(C)c2C)C1=O (stereo unspecified)	110	103	101	98
58	CN(C)c1ccc(/C=c2/sc3nc(=O)c(-c4ccccc4NC(=O)C(F)(F)F)nn3c2=O)cc1	94	96	74	104
59	Nc1cc(S(=O)(=O)O)cc2cc(S(=O)(=O)O)c(N=Nc3ccc(S(=O)(=O)Nc4ncccn4)cc3)c(O)c12	99	102	97	96
60	O=C(O)CCCSc1nc(-c2ccc(Cl)cc2)cc(-c2ccc(Cl)cc2)n1	107	102	92	124

item	A549/ATCC	SK-MEL-2	SK-MEL-5	M14
49	98	121	91	110
50	101	104	98	96
51	86	100	79	93
52	104	106	100	101
53	67	92	79	80
54	88	132	94	113
55	37	24	8.9*	5.5*
56	81	69	52	79
57	108	118	116	99
58	93	101	90	97
59	90	99	94	89
60	103	103	92	104

(list continues)
item	Structure	UACC-257	UACC-62	EKVX	MALME-3M
61	Cc1ccc(C(C)C)c(S)c1C(C)C	100	108	101	115
62	COc1ccc(C(Nc2nc(C)cs2)c2cn(C)c3ccccc23)cc1 (stereo unspecified)	49	57	/	79
63	CC(=O)Nc1ccccc1C(F)(F)F	69	102	101	95
64	COc1cc(C2C(C#N)=C(N)OC3=C2C(=O)c2ccccc2C3=O)cc(OC)c1O (stereo unspecified)	56	37	79	55
65	COc1cc2cn3c4cccnc4nc(N)c3c2cc1OC	113	105	108	101
66	C=COC(=O)CCCCCCCCC	107	99	94	104
67	COc1ccc(C2=NN(C(N)=O)C(c3cn(-c4ccccc4)nc3-c3ccccc3)C2)cc1 (stereo unspecified)	/	54	69	/
68	CC1=NN(C(=O)c2c(N)cnn2-c2ccccc2)C(c2ccccc2)C1 (stereo unspecified)	102	86	84	97
69	NCCCNc1nc(-c2cccnc2)nc2sc3c(c12)CCCCC3	104	98	96	102
70	CO[C@H]1CC[C@@]2(C)C(=CC[C@H]3[C@@H]4C[C@H](O)C[C@@]4(C)CC[C@@H]32)C1	65	43	76	52
71	NC(=O)Cc1c(O)cc(Br)c(OC(=O)NCCCCN=C(N)N)c1Br	105	102	108	112
72	COc1ccc(-c2cc(-c3cccs3)c3c(=O)[nH]c(SCC(=O)Nc4ccc(S(N)(=O)=O)cc4)nc3n2)cc1	119	86	90	123
73	Cc1ccc(C2OC(=O)C(=O)C2=O)cc1 (stereo unspecified)	113	93	97	91
74	CC(C)c1ccc2c(N)c(C(=O)Nc3ccc(C(F)(F)F)cc3)sc2n1	58	71	46	45

item	A549/ATCC	SK-MEL-2	SK-MEL-5	M14
61	96	95	102	95
62	78	91	52	74
63	109	96	105	103
64	52	21	/	21
65	100	100	94	105
66	108	108	107	108
67	53	81	83	77
68	91	121	96	100
69	96	100	101	102
70	82	67	31	37
71	110	115	101	106
72	95	100	92	108
73	113	116	96	117
74	104	87	15	76
